INS promoter inh – TRM-6 insulin promoter activity inhibition | inhibition, % at 2 µM | AID 1273 | 130,000 tested, 0.9% active | TRM-6 cells (human fetal islet line), insulin promoter-eGFP reporter, imaging; reporter expression induced with tamoxifen;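 active = inhibition above the mean plus 3 SD, with well images judged a real hit on visual review, cut at about 60% in these data, passing the limit was not always enough; inconclusive = inhibition over the cutoff but images rejected on review; inactive = inhibition not above the cutoff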
sdo1 growth – restores growth of sdo1-depleted yeast. z-score at 10 µM. S. cerevisiae sdo1-depleted JHY4D growth rescue, OD600 30 h; hits give high values; pdr5 snq2 efflux-pump mutant strain. 140,000 tested, 0.21% active;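 active = z-score above 3 at both the 24 hr and the 30 hr optical density reads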;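 also: z-score against mean and SD of all compound wells on the same plate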
sdo1 growth Rescue 24 h – also measured in sdo1 growth; calls as there; z-score; S. cerevisiae sdo1-depleted JHY4D growth rescue, OD600; measured here: growth rescue at 24 h;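 0 is the plate mean of compound wells and units are plate SD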
The depositor's hits bear a star; ? = inconclusive; . = no result given; & = joins results of further samples; [ ] = another dose, or the depositor's remark. The list is partial; count on the stated rates, not on these rows.

SMILES	INS promoter inh	sdo1 growth	sdo1 growth Rescue 24 h
O=C(Cn1nc(Cc2cccnc2)c2ccccc2c1=O)N1CCN(C(=O)c2ccco2)CC1	.	1.19	0.94
O=C(CSCC(=O)N1CCOCC1)Nc1nc(-c2ccc3c(c2)OCO3)cs1	.	-1.02	-1.59
Cn1cccc1CC(=O)N/N=C/c1cccc2ccccc12	9.1	0.07	-0.2
CCCn1c2ccccc2c2nnc(SCC(=O)OCC)nc21	0.0	-0.63	-0.03
COC(=O)c1ccc(N2CCN(c3ccccc3)CC2)c(NC(=O)C2CC2)c1	0.0	-0.52	-0.88
CC1CCN(S(=O)(=O)c2csc(C(=O)Nc3ccccc3)c2)CC1	32.1	-0.53	0.42
Cc1ccc2c(c1)cc(CN(Cc1ccc3c(c1)OCO3)C(=O)c1ccccc1)c1nnnn12	-8.1	-1	-1.37
CC1CC(C)CN(C(=S)Nc2ccc(OC(F)F)cc2)C1 (configuration not stated)	-15.8	-1	-0.9
C/C(=N\Nc1ncc(Cl)cc1Cl)c1ccc(C#N)cc1	21.9	.	.
Cc1cc(N2CCN(C)CC2)n2cc(-c3ccc(F)cc3)nc2n1	-32.3	0.3	-0.02
COc1ccc(NC(=O)CSc2ccc(-c3cccs3)nn2)c(OC)c1	?	.	.
Cc1cccc(NC(=O)Cn2cc(C(=O)c3ccco3)c3ccccc32)c1	-14.6	-0.62	-1.21

Molecules shown so far containing fluorine (2):
SMILES	INS promoter inh	sdo1 growth	sdo1 growth Rescue 24 h
CC1CC(C)CN(C(=S)Nc2ccc(OC(F)F)cc2)C1 (configuration not stated)	-15.8	-1	-0.9
Cc1cc(N2CCN(C)CC2)n2cc(-c3ccc(F)cc3)nc2n1	-32.3	0.3	-0.02

(continued)
SMILES	INS promoter inh	sdo1 growth	sdo1 growth Rescue 24 h
O=C1OCC(CO)(CO)N=C1NNc1ccc(Cl)c(Cl)c1	.	-1.99	-0.69
C/C(=N/NC(=O)c1ccncc1)C1=C(O)CC(C)(C)CC1=O	-14.3	.	.
O=C(CSc1nc2ccccc2c2nc3ccccc3n12)NCc1ccco1	5.3	-1.82	-0.88
CC(C)(C)SCCNC(=O)/C=C/c1cccc([N+](=O)[O-])c1	.	-0.51	-0.46
NC(=S)NNC(=O)[C@@H]1CCCC[C@@H]1C(=O)O	0.0	-0.54	-1.48
CCOC(=O)C(Cc1ccccc1)NC(=O)Cn1nnc(-c2ccccc2)n1 (configuration not stated)	.	0.51	-0.03
CCCCOCCCNC1=NCCCCC1	-12.1	0.42	-0.22
O=C(NCC(c1ccco1)N1CCOCC1)c1cccc([N+](=O)[O-])c1 (configuration not stated)	-22.2	.	.
OC(CN1CCN(c2ccccn2)CC1)Cn1c2ccc(Cl)cc2c2cc(Cl)ccc21 (configuration not stated)	-17.9	-1.93	-1.49
O=C1[C@H]2C(c3ccccc3)=NN(c3ccccc3)[C@H]2C(=O)N1c1ccccc1	-92.9	.	.
C=CCN1C(=O)C2(NNc3ccccc3O2)c2ccccc21 (configuration not stated)	-102.7	-2.68	-1.23
COc1ccc(C(=O)n2nc(-c3ccc(C)cc3)nc2N)cc1OC	53.6	0.36	1.95
CC(OC(=O)C1=COCCO1)C(=O)Nc1ccccc1C#N (configuration not stated)	-4.8	.	.
Cc1cc(N2CCN(c3nc(-c4ccc([N+](=O)[O-])cc4)cs3)CC2)c2ccccc2n1	50.0	.	.
O=C(N/N=C/c1c[nH]c2ccccc12)C1CC1c1ccccc1 (configuration not stated)	-3.1	-0.53	-0.5
O=C(CCCC(=O)OCC1CCCO1)OCC1CCCO1 (configuration not stated)	-21.4	1.06	0.81
O=C(Nc1ccccc1C(=O)NCCCn1ccnc1)c1ccc(Cl)cc1Cl	-288.9	0.9	1.24
CCC(C)NC(=O)c1ccc2c(c1)N(Cc1ccccc1)C(=O)CS2 (configuration not stated)	6.7	.	.
O=C(CCNC(=O)Cn1ccc2ccccc2c1=O)NCCCN1CCN(c2ccccc2F)CC1	.	-0.19	-1.05
CC(=O)Nc1cc(-c2nn(CC(=O)N3CCCCC3)c(=O)c3ccccc23)ccc1N1CCOCC1	-2.9	0.35	0.32
c1ccc(SCc2nc(-c3cccnc3)no2)cc1	-202.9	-0.05	0.49
CCOC(=O)C1=NN(c2ccccc2)C(=O)/C1=C\c1ccc(N(C)C)cc1	.	-1.55	-1.29
c1ccc(Cn2nnnc2CN2CCN(Cc3ccc4c(c3)OCO4)CC2)cc1	.	0.67	0.36
Cc1cnc(NC(=O)c2sc3ccccc3c2Cl)s1	0.0	-0.23	0.25
COc1ccc(-n2cnnc2SCC(=O)NC2CCCc3ccccc32)cc1 (configuration not stated)	24.7	-0.46	-0.75
CCOc1ccc2c(=O)c(Oc3ccccc3)c(C)oc2c1	-4.2	-1.45	0.13
O=C(CCN1C(=O)C2C3C=CC(C3)C2C1=O)N1CCN(c2ccccc2Cl)CC1 (configuration not stated)	2.6	-0.37	-0.93
Cc1cccc(NS(=O)(=O)c2cc(C(=O)OC(C)C(=O)NCc3ccc4c(c3)OCO4)ccc2C)c1 (configuration not stated)	-58.7	-0.11	-0.07
Cc1cccc(-n2ncc3c(N)ncnc32)c1	.	0.63	0.35
CCOc1ccc(CCNC(=O)CCc2nc(-c3ccc(OC)cc3)no2)cc1OCC	19.4	1.17	1.59
Clc1ccc(CCNc2nc3ccccc3s2)cc1	-16.2	-1.78	-1.19
COc1ccc(-n2nc(C(=O)N3CCCCC3)c(C)c(C#N)c2=O)cc1	-73.3	.	.
O=C1CC(c2ccco2)CC(O)=C1C=NCCN1CCNCC1 (configuration not stated)	-13.6	1.2	1.24
COc1ccc(Cn2c(=S)[nH]c3ccsc3c2=O)cc1	37.0	-0.9	-1.01
Cc1ccc(CCNC(=O)c2nnn(-c3cccc(C)c3)c2N)cc1	.	-0.9	-0.87
CCCC(c1nnnn1Cc1cccs1)N1CCN(C2CCCC2)CC1 (configuration not stated)	.	0.26	-0.18
O=[N+]([O-])c1ccc(O)c(N=Cc2sc3ccccc3c2O)c1	31.0	1.88	2.3
Nc1cc(OC(=O)c2cccs2)nn1S(=O)(=O)c1ccc(F)cc1	-14.3	-0.12	-0.54
Cc1ccc(Nc2c(N)c(=O)oc3ccccc23)cc1	-75.0	-1.4	-1.08
COc1cc(CC(=O)Oc2ccc3c(c2)OCO3)cc(OC)c1OC	38.3	-0.84	-1.06
Cc1nc(C(=O)Nc2cc(Cl)ccc2Cl)nn1-c1cc(OC(C)C)c(Cl)cc1Cl	.	-0.42	-0.88
CCn1cc(Cl)c(C(=O)Nc2nc3ccccc3n2CCN2CCCCC2)n1	.	-0.13	-0.38
CCOC(=O)c1sc2ncnc(N3CCN(CC)CC3)c2c1C	-70.6	.	.
CCNc1nc(NCC)nc(SCCOC(=O)Nc2ccc(Cl)cc2Cl)n1	-28.6	-0.9	-0.34
Cc1ccc(NC(=O)CO/N=C/c2ccc(N(C)C)cc2)cc1	-223.3	-0.57	-0.48
Cc1ccccc1Cn1nc(C)c(NC(=O)/C=C/c2cnn(C)c2)c1C	38.5	1.56	2.07
CC(=O)Nc1ccc2c(c1)C(C)(C)C(C)N2C (configuration not stated)	-114.8	.	.
CCC(C)(C(=O)Nc1ccc2c(c1)OCCO2)N(C(C)=O)c1ccc(C(N)=O)cc1 (configuration not stated)	21.4	1.62	1.49
Cc1ccc(S(=O)(=O)N2CCC(=O)N(CCOC(=O)Nc3cccc(Cl)c3)CC2)cc1	-25.0	0.28	0.12
CCc1cc(C)c(O)c(CC)n1	27.8	0.35	-0.67
COC(=O)Cc1cc(=O)[nH]c(/N=C(\N)Nc2cccc(C)c2)n1	-20.0	.	.
Cc1cc(Br)ccc1OCC(=O)N1CCCCCC1	21.4	-0.41	-0.32
CC1CN(C)C(C)C/C1=N\Oc1ccc([N+](=O)[O-])cc1 (configuration not stated)	14.3	.	.
Cc1ccc(NC(=O)CS(=O)CC(=O)NC(C)CCc2ccco2)cc1Cl (configuration not stated)	-244.2	-0.21	-0.42
O=CN1CCc2scc[n+]2-c2ccccc21	50.0	0.54	0.24
O=C(Nc1ccccc1)C12CC3CC(C1)CC(n1cnc([N+](=O)[O-])n1)(C3)C2	.	0.86	-0.23
CC(C)C(=O)c1cn(CC(=O)N2CCCc3ccccc32)c2ccccc12	-14.3	-0.22	-0.02
Cc1ccc(P(=O)(CSC(=N)N)c2ccc(C)cc2)cc1	-58.8	1	0.46
CCN(CC)c1ccc(C2C3CCCCC3(O)CCN2CC(=O)N2CCCCC2)cc1 (configuration not stated)	17.2	-0.7	-0.94
CCOc1ccccc1OCCCC(=O)N1CCN(S(=O)(=O)c2ccc(C)cc2)CC1	-25.0	-0.9	-0.56
(further entries)
SMILES	INS promoter inh	sdo1 growth	sdo1 growth Rescue 24 h
CC(=Nc1ccccc1)c1sc2ccccc2c1O	55.3	-1.3	-1.08
CCn1c(SCC(=O)Nc2nonc2C)nnc1-c1ccoc1C	3.1	1.03	1.1
Cc1ccc(C(=O)NC(=S)Nc2ccc3[nH]c(=O)[nH]c3c2)cc1C	23.3	0.39	1.27
O=C(COC(=O)C1CCN(S(=O)(=O)c2ccc3c(c2)OCCO3)CC1)Nc1ccccc1OC(F)F	.	0.39	-0.06
COc1cc(/C=N/O)ccc1OCc1ccccc1Cl	35.3	.	.
CC(=O)c1ccc(NC(=O)Nc2ccc3c(c2)N(C)C(=O)CS3)cc1	.	-0.07	-0.78
COc1ccc(CCNC(=O)Cn2cnc3ccccc3c2=O)cc1OC	6.5	0.3	0.05
CC1=NC(Nc2nc(C)c3ccccc3n2)=NC(C)(C)C1	2.8	0.05	-0.81
Cc1ccc(NC(=S)NCCc2c[nH]c3ccccc23)cc1	-44.8	-0.79	-0.82
CN(C)c1cc[n+](CC(=O)Nc2c(Cl)cc(Cl)cc2Cl)cc1	53.9	.	.
CC1CCN(C(=O)C(C)Sc2nc(-c3ccccc3)cc(C(F)(F)F)n2)CC1 (configuration not stated)	-7.1	-0.77	-1.03
COc1ccc(CCN2CC34C=CC(O3)C(C(=O)NCc3ccccc3Cl)C4C2=O)cc1OC (configuration not stated)	-71.4	2.21	2.82
O=C(CN1CCCC1)N1c2ccccc2Sc2ccccc21	.	-0.87[9.5 µM]	-1.03
Cn1c(=O)c2c(nc(SCC(=O)Nc3ccccc3N3CCCCC3)n2C)n(C)c1=O	.	0.14	0.56
COc1ccc(CCNC(=O)C(=O)NCC2OCCN2S(=O)(=O)c2ccc(Br)cc2)cc1 (configuration not stated)	-56.2	0.21	0.65
CC1CCN(CC(=O)c2c[nH]c3ccccc23)CC1	-7.0	1.08	0.2
CC(C)N(CCO)C(=O)CCc1nnc(CCCc2ccccc2)o1	34.8	.	.
CC(C)C(NC(=O)C1CCCCC1)C(=O)Nc1ccc2c(c1)OCCO2 (configuration not stated)	-21.4	1.13	1.17
CC1=C(C(=O)OCc2ccccc2)C(c2cccnc2)n2ncnc2N1 (configuration not stated)	38.5	-1.18	-1.39
COc1ccc(C(C)NC(=O)Cc2ccc(Br)cc2)cc1 (configuration not stated)	-3.6	0.21	0.91
O=C1/C(=C\c2cccnc2)Sc2ccccc21	6.9	-0.07	0.17
Cc1nnc(SCC(=O)NCc2ccc3c(c2)OCO3)s1	18.8	-0.2	0.11
O=C(CSc1n[nH]c(-c2ccccc2Br)n1)NC(=O)NCc1ccco1	31.2	0.22	-0.57
COc1cc(C(=O)Nc2cnc(NC(=O)C(C)C)cc2C)cc(OC)c1OC	0.0	-0.53[8.9 µM]	-0.34

Results in sdo1 growth and INS promoter inh, for some of the entries so far:
Compound	sdo1 growth	INS promoter inh
COc1ccc(-n2cnnc2SCC(=O)NC2CCCc3ccccc32)cc1 (configuration not stated)	-0.46	24.7
CCOc1ccc2c(=O)c(Oc3ccccc3)c(C)oc2c1	-1.45	-4.2
O=C(CCN1C(=O)C2C3C=CC(C3)C2C1=O)N1CCN(c2ccccc2Cl)CC1 (configuration not stated)	-0.37	2.6

More results follow:
SMILES	INS promoter inh	sdo1 growth	sdo1 growth Rescue 24 h
COc1ccc(CCC(=O)Nc2nc3ccccc3[nH]2)cc1	-8.1	0.02	-0.09
CCOC(=O)CCC(=O)NCc1ccc2[nH]c(C)cc2c1	24.7	0.65	0.54
COc1ccc(Cn2c(CCC(=O)Nc3ccccc3)nc3cccnc32)cc1	7.1	0.44	1.62
CCC(C)c1ccccc1NC(=O)Cc1coc2cc3c(cc12)CCC3 (configuration not stated)	.	-0.67	-0.37
C(=N\n1cnnc1)/c1ccc(N2CCOCC2)s1	21.4	0.72	0.37
O=C(CN1C(=O)c2ccccc2C1=O)N1CCN(c2ccccc2)CC1	-111.4	0.93	1.43
COc1ccc(-c2cn(-c3ccccc3)c3[n+]2CCS3)cc1	11.4&-28.1	0.18&1.39	-0.57&1.29
Cc1ccc(-n2c(C)cc(/C=N/NC(=O)c3ccc(CN4CCOCC4)cc3)c2C)cc1	-51.9	2.06	2.61
N#C/C(=C/c1ccc(-c2ccc(S(N)(=O)=O)cc2)o1)c1nc2ccccc2s1	-257.1	-1.13	-0.34
Cc1nc2ccc(NC3=NCCCCC3)cc2s1	.	1.03	0.37
CC1(C)Oc2ccc(C(=O)N3CCc4ccccc43)cc2N(CC(=O)N2CCCC2)C1=O	-93.3	1.49	0.73

An excerpt from above in order of molecular weight, smallest number first:
SMILES	INS promoter inh	sdo1 growth	sdo1 growth Rescue 24 h
COc1ccc(-c2cn(-c3ccccc3)c3[n+]2CCS3)cc1	11.4&-28.1	0.18&1.39	-0.57&1.29
Cc1ccc(-n2c(C)cc(/C=N/NC(=O)c3ccc(CN4CCOCC4)cc3)c2C)cc1	-51.9	2.06	2.61
CC1(C)Oc2ccc(C(=O)N3CCc4ccccc43)cc2N(CC(=O)N2CCCC2)C1=O	-93.3	1.49	0.73

High-throughput results as filed in PubChem.
